Assay outcomes: PubChem BioAssay, The Scripps Research Institute Molecular Screening Center
PrPC surface inh – inhibitors of human cell surface prion protein PrPC, primary screen, cell-based, TR-FRET. Major prion protein (Homo sapiens), P04156. hit rate 0.43% among 370,000. inhibition, % at 13.8 µM. TR-FRET read-out. AID 720596, 2013; in the data active = inhibition above about 24%; also: 0% = median of the test wells and 100% = reference compound wells
The depositor's hits bear a star. These rows are one share of the data. The share of hits here may be higher or lower than overall.

SMILES	PrPC surface inh
CCCCc1c(-c2ccccc2OC)ncn1Cc1ccc([N+](=O)[O-])cc1	-6
COc1ccccc1C(=O)Nc1cccc(-c2cn3ccsc3n2)c1	7
Nc1nc2c(ncn2[C@@H]2O[C@H](C(=O)NCCc3c[nH]c4ccccc34)[C@@H](O)[C@H]2O)c(=O)[nH]1	9
C#CCNC(=O)C[C@@H]1C(=O)N(CC=C)/C2=C/CCCCC[C@]21C(=O)OCC	1
CO[C@H]1CN(C)C(=O)c2ccc(NS(=O)(=O)c3ccccc3F)cc2OC[C@H](C)NC[C@@H]1C	-6
Cc1ccc(S(=O)(=O)N[C@H](CNCc2ccccc2)C(C)C)cc1	3
Cc1cc(NC(=O)Cc2c(C)[nH]c3ccccc23)ccc1Oc1cccnc1	-7
CCOC(=O)C1=CCN(S(=O)(=O)c2ccccc2C)C1c1cccc(Cl)c1 (stereo not drawn)	0
CCOC(=O)[C@@]12CCCC3=C1N(CCC3)C(=O)[C@H]2CC(=O)NCC12CC3CC(CC(C3)C1)C2	-9
Cc1ccc(S(=O)(=O)N(C)[C@H]2C[C@H]3c4[nH]c5cccc(-c6ccccc6)c5c4CCN3C(=O)[C@H]2[C@H](C)O)cc1	-1
CC(=O)C1=C(C)N(CC(C)C)C(=S)NC1c1ccc(Br)cc1 (stereo not drawn)	1
O=C(Nc1ccc(F)cc1)OCc1cn(Cc2cc(F)cc(F)c2)nn1	4
COc1ccc(-n2c(SCC(=O)Nc3ccccc3-c3ccccc3)nnc2-c2ccco2)cc1	-3
CCn1c2ccccc2c2cc(NC(=O)COC(=O)c3cccc(OC)c3)ccc21	-1
CCCN1C(=O)c2[nH]nc(-c3ccccc3)c2C1c1ccc(Br)cc1 (stereo not drawn)	7
O=C(C(=O)N1CCN(c2ccccc2)CC1)c1ccccc1	-2
CC(=O)CC[C@H]1CC[C@]2(CCCN(C(=O)c3ccco3)C2)O1	1
CCCC1CCC2(CC1)CCC2OC(=S)Nc1ccccc1C(F)(F)F (stereo not drawn)	9
COc1ccc(-c2nnn3c2C2c4cc(-c5cccc(F)c5)ccc4CCN2C(=O)C3)cc1 (stereo not drawn)	-5
COC[C@H]1CCCN1c1cccc2c1S(=O)(=O)N1CC[C@@H](C1)O2	-8
O=C(N[C@@H](Cc1ccccc1)C(=O)N1CCC2CCN(S(=O)(=O)c3ccccc3)CC21)[C@@H]1CCCN1 (stereo partly drawn)	-7
Cc1cc(N2CCNC[C@@H]2C)ccc1N1CC[C@@H](O)C1	-3
COC(=O)[C@@]12C[C@@H](CC(=O)NCc3cccs3)C(=O)N(Cc3cccc4ccccc34)C1=CCC(C)(C)C2	5
CC1CCC2(CC1)CCN(CCCOC(=O)NCc1ccc(Cl)cc1)C2=O (stereo not drawn)	13
CCOC(=O)C1(C(=O)OCC)N=C(c2ccccc2)C=C1c1ccccc1	-3

(listing goes on)
SMILES	PrPC surface inh
COC(=O)[C@@]12C[C@@H](CC(=O)N3CCN(C(=O)C4CC4)CC3)C(=O)N(Cc3ccco3)C1=CCC(C)(C)C2	7
CCCC[C@H](C(=O)N(C)c1ccccc1)[C@@H](O)c1ccc(C(C)=O)cc1	4
CCOC(=O)N1CCN(C(=O)C[C@@H]2C[C@@]3(C(=O)OC)CC(C)(C)CC=C3N(Cc3ccc4c(c3)OCO4)C2=O)CC1	2
CS(=O)(=O)N1CCC[C@]2(CC[C@@H](CCC#N)O2)C1	-4
COC(=O)C1CCN(C(=O)CN2CCC(C(=O)c3ccc(C)cc3)CC2)CC1	-8
COc1ccc(CCn2cnc3nc4ccc(Cl)cc4cc3c2=O)cc1OC	-8
CC[C@H](C)[C@H]1CNC(=O)C(=O)N1CC1CCN(CC(C)C)CC1	3
COP(=O)(O)C(Cc1ccccc1)NC(=O)OCc1ccccc1 (stereo not drawn)	14
COc1ccc(C(=O)OCCCN(C)C2CN(Cc3cn(Cc4ccc([N+](=O)[O-])cc4)nn3)S(=O)(=O)C2)cc1OC (stereo not drawn)	-21
FC(F)(F)c1cc(CNC2CCC23CCCCC3)ccc1Cl (stereo not drawn)	2
COc1cc(O)c(C(CC(=O)N2CCC(C)CC2)c2ccc3c(c2)OCO3)c(OC)c1 (stereo not drawn)	-7
O=[N+]([O-])c1ccc(Sc2nc3ccccc3[nH]2)c(Cl)c1	-4
CCOC(=O)[C@]12CCCC=C1N(CCCOC)C(=O)[C@@H]2CC(=O)N1CCSCC1	4
COC(=O)[C@]12C[C@H](CC(=O)NCCC(C)C)C(=O)N(CCc3ccc(OC)c(OC)c3)C1=C[C@H](C1CCCC1)O[C@@H]2C	-10
COC(=O)c1ccc2nc(-c3ccco3)c(Cc3ccccc3OC)n2c1	-7
CCN(C(=O)c1cccc2c1-c1ccccc1C2=O)c1ccccc1	-2
CC(=O)C1(C(=O)NCc2ccccc2)CC(c2ccccc2C(F)(F)F)=NO1 (stereo not drawn)	-3
Cc1ccccc1-c1nnc2n1N=C(c1ccc(O)c(O)c1)CS2	-8
CCCCCCCCN1C(=O)[C@@H](CC(=O)NCCCOC)C[C@@]2(C(=O)OC)C1=C[C@H](COCc1ccccc1)O[C@@H]2C	0
O=C(N[C@H](C(=O)N1CCC[C@H]1C(=O)NCCc1ccccc1Cl)C1CCCCC1)c1cccs1	4
Cc1onc(-c2ccc(Cl)cc2)c1-c1ccn(S(=O)(=O)c2ccccc2)n1	16
CC(=O)N1CCc2cc(S(=O)(=O)NC3CCN(C(=O)CCl)CC3)ccc21	-5
COC(=O)[C@]12C[C@H](CC(=O)N3CCSCC3)C(=O)N(Cc3ccco3)C1=C[C@H](C(C)C)O[C@@H]2C1CC1	3
Cc1cc(C(=O)O[C@@H]2CCC[C@@]3(C(=O)N(Cc4ccccc4)c4ccccc43)[C@H]2NC(=O)CCc2ccccc2)no1	8
Cn1c(CNc2ccccc2F)nc2ccccc21	-2

14 neighbouring records already listed, quoted:
SMILES	PrPC surface inh
CCCCc1c(-c2ccccc2OC)ncn1Cc1ccc([N+](=O)[O-])cc1	-6
COc1ccccc1C(=O)Nc1cccc(-c2cn3ccsc3n2)c1	7
Nc1nc2c(ncn2[C@@H]2O[C@H](C(=O)NCCc3c[nH]c4ccccc34)[C@@H](O)[C@H]2O)c(=O)[nH]1	9
C#CCNC(=O)C[C@@H]1C(=O)N(CC=C)/C2=C/CCCCC[C@]21C(=O)OCC	1
CO[C@H]1CN(C)C(=O)c2ccc(NS(=O)(=O)c3ccccc3F)cc2OC[C@H](C)NC[C@@H]1C	-6
Cc1ccc(S(=O)(=O)N[C@H](CNCc2ccccc2)C(C)C)cc1	3
Cc1cc(NC(=O)Cc2c(C)[nH]c3ccccc23)ccc1Oc1cccnc1	-7
CCOC(=O)C1=CCN(S(=O)(=O)c2ccccc2C)C1c1cccc(Cl)c1 (stereo not drawn)	0
CCOC(=O)[C@@]12CCCC3=C1N(CCC3)C(=O)[C@H]2CC(=O)NCC12CC3CC(CC(C3)C1)C2	-9
Cc1ccc(S(=O)(=O)N(C)[C@H]2C[C@H]3c4[nH]c5cccc(-c6ccccc6)c5c4CCN3C(=O)[C@H]2[C@H](C)O)cc1	-1
CC(=O)C1=C(C)N(CC(C)C)C(=S)NC1c1ccc(Br)cc1 (stereo not drawn)	1
O=C(Nc1ccc(F)cc1)OCc1cn(Cc2cc(F)cc(F)c2)nn1	4
COc1ccc(-n2c(SCC(=O)Nc3ccccc3-c3ccccc3)nnc2-c2ccco2)cc1	-3
CCn1c2ccccc2c2cc(NC(=O)COC(=O)c3cccc(OC)c3)ccc21	-1

Continuation:
SMILES	PrPC surface inh
COC(=O)[C@]12C[C@H](CC(=O)N3CCSCC3)C(=O)N(Cc3ccccc3)C1=C[C@H](C(C)C)O[C@@H]2C1CC1	2
CCOC(=O)C1=C(C(=O)OCC)C2N(Cc3ccc(Br)cc3)c3ccccc3[C@@]23C[C@@H](C(=O)OC)N(S(=O)(=O)c2cccs2)C3=N1 (stereo partly drawn)	-6
Cc1cc(C)c2cc(C#N)c(NCCNC(=O)c3ccncc3)nc2c1	-5
COC(=O)[C@@]12C[C@@H](CC(=O)NCc3ccc(OC)c(OC)c3)C(=O)N(CCc3ccc(OC)c(OC)c3)C1=CCC(C)(C)C2	0
CCc1ccc(/C=C/C(=O)NC2=NCCS2)cc1	12
CN1[C@H](Cc2ccccc2)COc2cccc(F)c2S1(=O)=O	-1
C[C@H]1[C@@H](OC(=O)NC2CCCCC2)CC[C@@]23CCCN2C(=O)CCC[C@@H]13	-2
CN(Cc1ccccc1Cl)C(=O)CN1C(=O)C2(OCCCO2)c2ccccc21	0
O=C(Nc1nnc(-c2cccnc2)s1)c1cnc2ccccc2c1	-8
COC(=O)[C@]12C[C@H](CC(=O)N3CCCCC3)C(=O)N(CCC3=CCCCC3)C1=C[C@H](COCc1ccccc1)O[C@@H]2C	1
CN(C)C(=O)N1CCN(C(=O)[C@@H](Cc2ccccc2)NC(=O)[C@H]2O[C@@H](n3ccc(N)nc3=O)[C@H](O)[C@@H]2O)CC1	-3
O=C(NN=Cc1ccco1)c1cccnc1	0
Cc1ccc(-c2nnc(SCC(=O)Nc3ccc4c(c3)OCCO4)n2-c2ccc(C)cc2)cc1	1
N#Cc1cccc(Cn2ccc3ccc(-c4ccc5ccn(Cc6cccc(C#N)c6)c5c4)cc32)c1	8
Cc1ccccc1N1CCN(S(=O)(=O)c2ccc3c(c2)n(C)c(=O)c(=O)n3C)CC1	-2
Cc1cc(O)cc(=O)n1-c1ccc(OC(F)F)cc1	0
Cc1cccc(NC(=O)[C@@H]2CC(=O)O[C@@H]2c2ccccc2)c1C	-5
O=C(Nc1ccc2c(c1)Cc1ccccc1-2)NC1CCCCN(Cc2cccc(Cl)c2)C1=O (stereo not drawn)	2
CCc1cc2c(nc1CC)CCCN2CCOC	-4
COc1cccc(Cn2c(NCc3ccccn3)nc3c2c(=O)n(C)c(=O)n3C)c1	7
COc1ccccc1CNC(=O)N1CCN(Cc2nc3ccccc3c(=O)[nH]2)CC1	-8
CCOc1nc2cccc(C(=O)O)c2n1Cc1ccc(-c2ccccc2-c2nn[nH]n2)cc1	-3
CCOC(=O)[C@]12CCCC=C1N(Cc1ccccc1)C(=O)[C@H](CC(=O)NCCCCc1ccccc1)C2	9
O=C(NCc1cccs1)C1C(=O)Nc2ccccc2C(=O)N1Cc1ccccc1 (stereo not drawn)	5
COc1cc(-c2csc(N3CCC(C(N)=O)CC3)n2)cc(OC)c1OC	-13

Further records.
SMILES	PrPC surface inh
Fc1ccc(Cn2ccc3ccc(-c4ccc5ccn(Cc6ccc(F)cc6F)c5c4)cc32)c(F)c1	6
CC(=O)c1cc(-c2ccccc2)n(CC(=O)NCc2ccccc2Cl)c1C	3
COc1cccc(C(=O)n2ccc3ccc(-c4ccc5ccn(Cc6ccccc6)c5c4)cc32)c1	3
CON(C)C(=O)C(C)(C)CC#CCN(CC#Cc1ccccc1)S(=O)(=O)c1ccc(C)cc1	1
Cn1c(Cc2cccs2)nnc1SCC(=O)Nc1ccc2c(c1)OCCO2	1
O=Cc1cc([B-](F)(F)F)cs1	7
Cc1cccc(C)c1NC(=O)C1(C)CSCC(=O)N1CC(F)(F)F (stereo not drawn)	-4
CCOC(=O)[C@]12CCCCC/C=C\1N(Cc1ccc(OC)cc1)C(=O)[C@H]2CC(=O)N1CCN(C(=O)C2CC2)CC1	-11
COC(=O)[C@]12C[C@H](CC(=O)N3CCN(C(=O)c4ccco4)CC3)C(=O)N(Cc3ccc(Cl)cc3Cl)C1=C[C@H](C1CCCC1)O[C@@H]2C	-1
Cc1cccc(Cn2cc(COC(=O)N(C)Cc3ccccc3)nn2)c1	-5
COc1cccc(N2CCN(CC(=O)NCc3cccc(OC)c3OC)CC2)c1	-2
COC(=O)C1CN(Cc2ccccc2)CCS(=O)(=O)N1Cc1cn(Cc2ccc(F)cc2)nn1 (stereo not drawn)	1
COc1ccc(Cc2c(-c3ccccc3)nc3ccc(C)cn23)c(C)c1	9
O=C(C1CCCN(S(=O)(=O)c2ccccc2[N+](=O)[O-])C1)N1CCN(Cc2ccccc2)CC1 (stereo not drawn)	-3
C=CCn1c(SCC(=O)Nc2ccc(CCCC)cc2)nnc1-c1ccc(Cl)cc1	-2
COc1ccc(C(=O)CSc2nnc(-c3ccc(C(C)(C)C)cc3)n2C)cc1	2
O=C(NCc1ccccc1)C(CCc1ccccc1)n1c(=O)c(-c2ccccc2)nc2ccccc21 (stereo not drawn)	10
CC(COc1ccc(C#N)cc1F)CN1CCC(C(O)(c2ccccc2)c2ccccc2)CC1 (stereo not drawn)	-17
COCCNC(=O)c1cc(-c2ccccc2)sc1N	-26
O=C(N[C@H](Cc1ccccc1)C(=O)NCCCc1ccccc1)[C@H]1O[C@@H](n2ccc(=O)[nH]c2=O)[C@H](O)[C@@H]1O	-10
CN(CCCOC(=O)CC1C=CCC1)C1CN(Cc2cn(Cc3ccccc3Cl)nn2)S(=O)(=O)C1 (stereo not drawn)	0
COc1ccccc1C(=O)N1CCN(C(=O)[C@H]2O[C@@H](n3cnc(C(N)=O)n3)[C@H](O)[C@@H]2O)CC1	2
CN=C1S/C(=C/c2cc(C)n(Cc3ccccc3)c2C)C(=O)N1C	11
CN(CCO)c1cccc2c1S(=O)(=O)N(Cc1cn(Cc3cccc(C(F)(F)F)c3)nn1)Cc1ccccc1O2	-6
O=C(NCCc1ccccc1Cl)[C@@H]1CCCN1C(=O)[C@@H](NS(=O)(=O)c1ccc(F)cc1F)c1ccccc1	9

Later entries:
SMILES	PrPC surface inh
Cc1cc(N2CCN(CC(C)(C)O)C[C@@H]2C)ccc1N1CCN(Cc2ccccc2)[C@@H](C)C1	-10
CC(COc1ccc(F)cc1)CN1CCC(C(O)(c2ccccc2)c2ccccc2)CC1 (stereo not drawn)	-10
COC(=O)C1CN(Cc2cn(CCOC(C)=O)nn2)CCS(=O)(=O)N1Cc1ccccc1 (stereo not drawn)	8
COC(=O)[C@]12C[C@H](CC(=O)NCCCCc3ccccc3)C(=O)N(Cc3cccc4ccccc34)C1=C[C@H](COCc1ccccc1)O[C@@H]2C	-2
Nn1c(SCC(=O)NC2CCCCC2)nnc1-c1cc(-c2ccc(F)cc2)n[nH]1	0
CN(Cc1ccccc1)C(=O)C(=O)c1ccccc1	-2
COC(=O)C[C@@H]1C=C[C@@H](NS(=O)(=O)c2cccc(OC)c2)[C@@H](CO)O1	5
COc1ccc(-c2nnc(SCC(=O)NN=C(C)c3cccc4ccccc34)n2-c2ccccc2)cc1	-3
C=CCC(NC(=O)N(C)C)(C(=O)OC)C(C)O (stereo not drawn)	9
